JMJD2A Tudor inh = qHTS Assay for Inhibitors of JMJD2A-Tudor Domain; Lysine-specific demethylase 4A (Homo sapiens), O75164; AlphaScreen JMJD2A-Tudor / H3K4me3 peptide binding; Potency, µM (highest dose often 114 µM), inactives show at the highest dose activity change, negative = inhibition, hits mostly inhibitors; 390,000 compounds, 4.4% hits; AID 504339, 2011; also: % is scaled to controls: 0 for no effect and ±100 for the full control effect; nearly all actives have a fitted effect of over 50% in size
BAZ2B inh = qHTS Assay for Inhibitors of BAZ2B | Potency, µM (highest dose often 114 µM), for the others: at the top dose activity change, negative = inhibition, actives largely listed as inhibitors | Bromodomain adjacent to zinc finger domain protein 2B (Homo sapiens), Q9UIF8 | AlphaScreen BAZ2B-H3K14Ac peptide displacement | AID 504333, 2011 | 360,000 compounds, 4.4% hits; also: % is scaled to controls: 0 for no effect and ±100 for the full control effect; nearly all actives have a fitted effect of over 60% in size
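Protein-peptide AlphaScreen: BAZ2B 50 nM, b-H3K14Ac 50 nM, 1x PBS pH 7.4 + 0.01% Tween-20. Preincubation 30 min RT; cpd 30 min RT (top 110 uM); beads 20 min RT, light-protected.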
Pol kappa inh = qHTS for Inhibitors of Polymerase Kappa. AID 588579, 2011. purified Pol kappa, fluorescent DNA synthesis assay, 10 min. Potency, µM (titrated, usually from 107 µM), without a hit: top-dose activity, negative = inhibition, actives largely listed as inhibitors. 400,000 compounds, 0.53% hits. DNA polymerase kappa (Homo sapiens), Q9UBT6; also: % is scaled to controls: 0 for no effect and ±100 for the full control effect
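50 nM final substrate added after 15 min RT preincubation of 10 nM Pol kappa with compound; fluorescence read at 0 and 10 min.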
POLH inh = qHTS for Inhibitors of Polymerase Eta; DNA polymerase eta (Homo sapiens), Q9Y253; recombinant Pol eta, fluorescent DNA replication assay; Potency, µM (doses to about 114 µM), for the others: at the top dose activity change, negative = inhibition, hits mostly inhibitors; 390,000 compounds, 1.2% hits; AID 588591, 2011; also: % is scaled to controls: 0 for no effect and ±100 for the full control effect
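Fluorescent replication assay: 50 nM final substrate added after a 15 min room-temperature compound preincubation with 10 nM enzyme. Signal taken at 0 min and again at 10 min.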
G9a inh = qHTS Assay for Inhibitors of Histone Lysine Methyltransferase G9a; Potency, µM (titrated, usually from 102 µM), for the others: at the highest dose activity, negative = inhibition, hits mostly inhibitors; G9a H3K9 monomethylation, AlphaScreen, 2 h; 350,000 compounds, 8.8% hits; also: % is scaled to controls: 0 for no effect and ±100 for the full control effect; nearly all actives have a fitted effect of over 75% in size
Target sequence (Q96KQ7 913-1193 limits assumed): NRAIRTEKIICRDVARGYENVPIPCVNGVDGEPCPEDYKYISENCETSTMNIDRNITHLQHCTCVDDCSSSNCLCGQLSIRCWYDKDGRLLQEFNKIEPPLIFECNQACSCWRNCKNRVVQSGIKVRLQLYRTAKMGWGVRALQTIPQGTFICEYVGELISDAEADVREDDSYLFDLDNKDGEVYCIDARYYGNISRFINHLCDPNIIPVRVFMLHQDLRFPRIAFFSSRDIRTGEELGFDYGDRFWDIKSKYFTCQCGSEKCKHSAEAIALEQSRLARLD
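AlphaScreen read-out: biotin-H3K9 peptide (500 nM) methylation by 20 nM enzyme with 20 uM SAM, 2 h at room temperature after 15 min compound preincubation; anti-monomethyl H3K9 antibody plus donor/acceptor beads, 10 min dark.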
APE1 inh = qHTS Assay for Inhibitors of the Human Apurinic/apyrimidinic Endonuclease 1 (APE1); Potency, µM (top dose mostly 65.8 µM), without a hit: at the top dose activity change, negative = inhibition, hits mostly inhibitors; 350,000 compounds, 0.35% hits; DNA repair nuclease/redox regulator APEX1 (Homo sapiens), P27695; recombinant APE1, TAMRA/BHQ-2 abasic DNA cleavage fluorescence;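 also: plate controls were vehicle for no effect and reference inhibitor for full effect; nearly all actives have a fitted effect of over 55% in size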
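Compound pre-exposure to 0.75 nM APE1, 15 min at ambient temperature. Reaction initiated with 50 nM TAMRA/BHQ-2 THF substrate, read immediately in kinetic mode, 525 nm excitation, 598 nm emission.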
POLB inh = qHTS Assay for Inhibitors of DNA Polymerase Beta. P06746. Pol beta primer extension/strand displacement, fluorescence kinetic. Potency, µM (series often up to 114 µM), for inactives: top-dose activity change, negative = inhibition, usual class: inhibitors. 340,000 compounds, 1.3% hits; also: % is scaled to controls: 0 for no effect and ±100 for the full control effect
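Human Pol beta at 10 nM; strand-displacement substrate 50 nM final. Compound exposure 15 min at room temperature before start, reaction 10 min at room temperature.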
POLI inh = qHTS for Inhibitors of Polymerase Iota; DNA polymerase iota (Homo sapiens), Q9UNA4; Pol iota fluorescent replication assay, 10 min; Potency, µM (top dose mostly 115 µM), without a hit: at the top dose activity, negative = inhibition, usual class: inhibitors; 390,000 compounds, 1% hits
Target sequence (Q9UNA4 whole entry, looked up): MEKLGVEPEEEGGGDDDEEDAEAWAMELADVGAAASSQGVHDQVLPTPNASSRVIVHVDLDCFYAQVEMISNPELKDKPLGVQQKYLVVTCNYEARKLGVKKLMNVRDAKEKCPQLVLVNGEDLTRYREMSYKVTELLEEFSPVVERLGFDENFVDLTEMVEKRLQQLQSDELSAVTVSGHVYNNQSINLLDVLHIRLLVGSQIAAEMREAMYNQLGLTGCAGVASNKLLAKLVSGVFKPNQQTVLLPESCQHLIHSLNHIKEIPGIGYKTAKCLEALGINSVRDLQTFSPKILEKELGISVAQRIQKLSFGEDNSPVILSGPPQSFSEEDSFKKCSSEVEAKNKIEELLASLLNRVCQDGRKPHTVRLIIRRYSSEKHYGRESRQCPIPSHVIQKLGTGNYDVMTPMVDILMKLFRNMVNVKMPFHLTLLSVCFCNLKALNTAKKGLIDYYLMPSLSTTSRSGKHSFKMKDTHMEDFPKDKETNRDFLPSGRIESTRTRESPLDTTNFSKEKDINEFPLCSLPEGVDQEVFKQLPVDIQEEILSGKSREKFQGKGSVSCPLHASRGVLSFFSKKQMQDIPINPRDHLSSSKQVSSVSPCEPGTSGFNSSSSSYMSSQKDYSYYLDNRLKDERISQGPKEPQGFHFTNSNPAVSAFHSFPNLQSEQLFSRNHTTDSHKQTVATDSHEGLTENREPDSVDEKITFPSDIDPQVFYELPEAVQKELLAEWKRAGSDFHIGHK
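Fluorescent replication assay read twice, at 0 min and 10 min after adding 50 nM (final) substrate. Enzyme (10 nM) and compounds were first incubated 15 min at room temperature; enzyme-free buffer wells were negative controls.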
BLM helicase inh = qHTS Assay for Inhibitors of Bloom's syndrome helicase (BLM) | RecQ-like DNA helicase BLM (Homo sapiens), P54132 | Potency, µM (doses to about 56.1 µM), for the others: at the top dose activity change, negative = inhibition, usual class: inhibitors | recombinant BLM DNA unwinding, fluorescence dequenching | 350,000 compounds, 0.2% hits | AID 2528, 2010;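 also: plate controls were vehicle for no effect and no enzyme for full effect; nearly all actives have a fitted effect of over 35% in size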
An asterisk follows results filed as active; ? = inconclusive; / = not tested or not shown; & = joins results of further samples; [ ] = another dose, or the depositor's remark. Calls follow the shape of the dose curve; as a rule, active = well fitted curve in the direction sought with a large enough effect; inconclusive = small, poorly fitted or top-dose-only effect, or another doubt; inactive = no such curve, though single readings can be large; an effect the other way counts as inactive or inconclusive. Potency is read from the fitted curve at half-maximal effect. This is a subset, so the mix of outcomes need not match the whole.

SMILES | JMJD2A Tudor inh | POLB inh | APE1 inh | G9a inh | POLI inh | BAZ2B inh | POLH inh | Pol kappa inh | BLM helicase inh
O=C(OC(C(=O)NCc1ccco1)C(OC(=O)c1ccccc1)C(=O)NCc1ccco1)c1ccccc1 (stereo not given) | -4% | -9% | -4% | -21% | 20% | -6% | -11% | -16% | -6%
Cc1ccc(NC(=O)COC(=O)CCC(=O)c2ccc(Cl)cc2)cc1S(=O)(=O)N(C)C | -16% | 20%[57.1 µM] | -5% | -11% | 11% | 8% | -18% | -8% | -6%
CCCCc1ccc(NC(=O)COc2ccc(C(=O)Nc3ccccc3OC)cc2)cc1 | / | -29% | -9% | 9%[59 µM] | / | -4% | / | / | 0%
O=S1(=O)N=C(Nc2ccc(N3CCOCC3)c(Cl)c2)c2ccccc21 | -11% | 8% | -6% | -25% | 19% | -21% | -7% | -4% | -5%
COCOc1cc(O)c2c(=O)c(OCOC)c(-c3ccc(OCOC)c(OCOC)c3)oc2c1 | ? | / | / | / | ? | / | ? | 79µM* | /
Nn1nnc2ccccc21 | -17% | 9%[57.1 µM] | 0%&10% | 41%[activator][59 µM] | 5%[58.9 µM] | 3% | -2%[57.1 µM] | 5%[60.1 µM] | -2%
Cc1ccc(C)c(NC(=O)COC(=O)CCc2ccc(S(=O)(=O)N3CCOCC3)cc2)c1 | 3% | 85% | 12% | 12% | 87%[activator] | 1% | -21% | 0% | 0%
CC(NC(=O)Nc1ccc(F)cc1F)c1ccc2c(c1)OCO2 (stereo not given) | -3% | 12% | 2% | 33% | 21% | 1% | -7% | -6% | -4%
O=C(CCCCCNC(=O)c1ccccc1)C[N+](=O)[O-] | -5% | 17% | -4% | 19%[0.0925 µM] | 60%[activator] | -15% | -3% | 4% | 0%
CCOC(=O)COc1ccc(CC)cc1C(=O)c1ccn2nc(-c3ccc(Cl)cc3)cc2n1 | -16% | 1% | / | -3%[59 µM] | 24% | -2% | -13% | -22% | -2%
COc1ccc(-c2nc(-c3ccncc3)no2)cc1 | 1% | 6% | 60%[activator] | 1% | 9% | 1% | ? | 0% | -2%
CC(OC(=O)c1ccccn1)C(=O)Nc1ccc(C(F)(F)F)cc1 (stereo not given) | 4% | / | 9% | -7%[12.7 µM] | 25% | -28% | -19% | -2% | /
Cc1cc(C)nc(N/C(=N\S(=O)(=O)Cc2ccccc2)Nc2ccc(F)c(Cl)c2)n1 | -12% | 43% | 5% | 1%[59 µM] | -14% | -6% | -14% | 11% | -2%
Cc1ccccc1NC(=O)N1CCc2ccccc2C1 | -4% | 8% | -3% | -6% | 11% | -5% | -4% | -18% | -1%
N/C(=N\OC(=O)Cc1ccccc1[N+](=O)[O-])c1ccncc1 | -24% | 13% | -1% | 23%[59 µM] | 25% | -3% | -24% | -13% | 0%
COc1ccc(C(=O)CN(CCC(=O)O)S(=O)(=O)c2ccc([N+](=O)[O-])cc2)cc1 | -3% | / | 20% | -6%[12.7 µM] | -15% | 0% | -5% | 12% | /
O=C(O)/C=C/c1cccc2c1OCCO2 | -13% | 9% | 3% | 2% | 4% | ? | 7% | 4% | 0%
O=C(O)c1ccc(COc2ccc(/C=N/NC(=O)c3cccs3)cc2)cc1 | -24% | 3% | 0% | 10µM* | -1% | -29% | 2% | -19% | 0%
COc1ccc(Cl)cc1NC(=O)c1ccco1 | 18% | 17% | 3% | 16%[59 µM] | -1% | -3% | -12% | -11% | -1%
O=C(c1ccc(S(=O)(=O)N2CCCCC2)cc1)N1CCN(CCN2C(=O)c3cccc4cccc(c34)C2=O)CC1 | -17% | 0% | -7% | ? | 82%[activator] | / | 2% | -6% | 16%

Carrying on:
SMILES | JMJD2A Tudor inh | POLB inh | APE1 inh | G9a inh | POLI inh | BAZ2B inh | POLH inh | Pol kappa inh | BLM helicase inh
CC(=O)c1ccccc1NS(C)(=O)=O | 1% | -1% | -4% | 4% | -12% | -17% | -2% | -2% | 0%
Nc1c(C(=O)OCC(=O)NCc2ccccc2)[nH]c(=O)[nH]c1=O | -6% | -3% | -1% | / | -12% | 2% | -8% | -8% | -1%
C#CCNC(=O)C1=C[C@@H](c2ccc(C(F)(F)F)cc2)[C@H](CCCO)[C@@H](OCC)O1 | -12% | 2% | 5% | 27%[59 µM] | -8% | 1% | -12% | -3% | -8%
COc1ccccc1-c1nnc(SCC(=O)NC2CC2)n1C | -16% | / | -4% | -7%[59 µM] | 2% | -4% | -15% | -5% | /
COc1ccc(CCNc2nc3c(-c4cccc(F)c4)nnn3c3ccccc23)cc1OC | -5% | 41% | / | -26%[59 µM] | 9% | 0% | -6% | -7% | -5%
Cc1ccc(C(=O)NNC(=S)NCC2CCCO2)cc1[N+](=O)[O-] (stereo not given) | 2% | 92% | 2% | 32% | -1% | -17% | -13% | -1% | 0%
CN1C(=O)[C@@H]2C[C@@]3([C@@]45C[C@H]6C(=O)N(C)[C@@H](Cc7ccccc7)C(=O)N6[C@@H]4Nc4ccccc45)c4ccccc4N[C@H]3N2C(=O)[C@@H]1Cc1ccccc1 | ? | / | 51%[activator] | -1%[2.33 µM] | -29% | -7% | -3% | -5% | /
COCCOC(=O)C1=C(C)NC(=S)NC1c1ccc(OCC(=O)N2CC(C)OC(C)C2)c(OC)c1 (stereo not given) | 10% | / | / | / | 0% | / | 0% | -3% | /
Cc1cc(-c2nnc(CCC(=O)NC(C)c3ccc(F)cc3)o2)no1 (stereo not given) | -6% | 44% | 3% | 6%[0.501 µM] | -19% | 1% | -7% | -6%[60.1 µM] | -6%
COc1ccc(S(=O)(=O)c2c(Nc3ccc(C)cc3C)sc(C(=O)c3ccc(F)cc3)c2N)cc1 | -24% | 9% | / | ? | -23% | -22% | -3% | 1%[60.1 µM] | -3%
Cc1cccc(C)c1OCC(=O)Nc1cc(Cl)ccc1-n1cncn1 | -11% | / | -11% | 4%[59 µM] | 23% | -6% | -9% | -6% | /
CC1(c2nnc(-c3cccc(Cl)c3)o2)CC(c2ccccc2Br)=NO1 (stereo not given) | 31% | -15% | -12% | / | -12% | 3% | -18% | 1% | -7%
CC(=O)N1CCN(S(=O)(=O)c2ccc3c(c2)CC(=O)N3)CC1 | -26%[229 µM] | / | 32% | -26%[12.7 µM] | 90%[activator] | 5% | -13% | -9% | /
NNC(=O)c1sc2nc(N3CCOCC3)c3c(c2c1N)CCCC3 | -22% | 1% | 8% | ? | 23% | -28% | -19% | -6% | -3%
COc1cccc(C(=O)N/N=C(/CCC(=O)O)c2ccccc2)c1 | 17% | 81% | 1% | 24%[59 µM] | 9% | -7% | -11% | 1% | 1%
O=[N+]([O-])c1ccc(NCCCN2CCOCC2)c([N+](=O)[O-])c1 | -24% | ? | 3% | / | 50%[activator] | 3% | -19% | -19% | 1%
Cc1ccc(C(=O)N2CCC(C(N)=O)CC2)cc1C | -10% | 8% | 0% | -8%[12.7 µM] | 0% | 1% | -10% | 4% | 2%
O=C(c1cccn2c(=O)c3cc(Cl)ccc3nc12)N1CCOCC1 | -4% | 4% | 4% | -18%[59 µM] | 19% | 0% | -4% | 0% | 0%
O=C(COC(=O)CCc1c[nH]c2ccccc12)NCc1ccc(Cl)cc1 | -16% | -6% | -1% | -1%[59 µM] | 103%[activator] | ? | -23% | -12% | -3%
CC(NC(=O)c1ccccc1O)c1ccccc1 (stereo not given) | 4% | -27% | 2% | -6% | -1% | 5% | -16% | -3%[60.1 µM] | 1%

By substructure: the entries above containing a CF3 group (2)
SMILES | JMJD2A Tudor inh | POLB inh | APE1 inh | G9a inh | POLI inh | BAZ2B inh | POLH inh | Pol kappa inh | BLM helicase inh
CC(OC(=O)c1ccccn1)C(=O)Nc1ccc(C(F)(F)F)cc1 (stereo not given) | 4% | / | 9% | -7%[12.7 µM] | 25% | -28% | -19% | -2% | /
C#CCNC(=O)C1=C[C@@H](c2ccc(C(F)(F)F)cc2)[C@H](CCCO)[C@@H](OCC)O1 | -12% | 2% | 5% | 27%[59 µM] | -8% | 1% | -12% | -3% | -8%

Next records follow.
SMILES | JMJD2A Tudor inh | POLB inh | APE1 inh | G9a inh | POLI inh | BAZ2B inh | POLH inh | Pol kappa inh | BLM helicase inh
Cc1cc(NC(=O)CSCC(=O)NC(C)c2ccccc2)no1 (stereo not given) | -5% | / | 11% | / | ? | / | 0% | -9% | /
CCOc1ccc(S(=O)(=O)NCCc2c(C)[nH]c3c(Cl)cccc23)cc1C | ? | -2% | / | ? | 13% | ? | -17% | 1% | -16%
CCc1ccccc1NC(=O)CN(C)S(=O)(=O)c1ccc(-c2ccc(=O)[nH]n2)s1 | -20% | -24% | 10% | 9% | ? | -13% | ? | -6% | -5%
COc1cccc(NC(=O)N(Cc2cn(C)c3ccccc23)C2CCCCCC2)c1 | -33% | -7% | / | ? | 19% | / | -20% | 0% | -5%
CN(C)c1ccc(CN(C(=O)COc2ccc(F)cc2)C2CCS(=O)(=O)C2)cc1 (stereo not given) | -36% | -2% | ? | ? | 9% | ? | -21% | -18% | -2%
CCN(CC)CCNC(=O)Cn1ncc2ccccc2c1=O | -13% | 18% | 3% | 0% | 37%[activator] | 1% | -16% | -8% | -2%
CC1=C(C(=O)N(C)C)C(c2ccc(C)s2)NC(=S)N1 (stereo not given) | 5% | -10% | -6% | ? | 25% | 4% | -7% | -2% | 1%
COc1ccccc1N1CCN(C(=O)CCc2c(C)nn(-c3ccc(N4CCCC4)nn3)c2C)CC1 | -12% | -26% | / | 8%[59 µM] | 5% | -1% | -19% | 15% | 0%
CCOC(=O)C(=O)Nc1ccccc1C(=O)NC(C)C | -1% | -3% | 3% | 0%[59 µM] | 5% | 4% | -16% | -6% | 1%
CCCCn1c(-c2cccnc2)n[nH]c1=S | 8.9µM* | 1% | 19% | 25µM* | 20% | 5% | -23% | -14% | -1%
